ALOX12 inh: inhibitors of human 12S-lipoxygenase ALOX12. P18054. purified 12hLO, xylenol orange hydroperoxide absorbance. Potency, µM (highest dose often 108 µM), for the others: top-dose activity change, negative = inhibition, usual class: inhibitors. hit rate 1.1% among 580,000; further: on the % scale 0 is the no-effect control and ±100 the full control effect
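Purified human 12hLO (150 nM final) in 25 mM Hepes, 0.01% Triton X-100, pH 7.0 was preincubated 15 min at room temperature with compound. Then 40 uM arachidonic acid was added, 30 min. Hydroperoxide was read by Fe-XO absorbance ratio 573/405 nm.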
USP1 inh: blocks the human USP1/UAF1 deubiquitinase complex; O94782; recombinant USP1/UAF1, Ub-Rhodamine cleavage fluorescence; Potency, µM (highest dose often 57.1 µM), for inactives: at the top dose activity change, negative = inhibition, most hits filed as inhibitors; hit rate 0.23% among 390,000; further: on the % scale 0 is the no-effect control and ±100 the full control effect; nearly all actives have a fitted effect of over 60% in size; inactives centre near -12
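1 nM enzyme complex + cpd, 15 min RT; start with Ub-Rho 150nM final; kinetic fluorescence ex 480/em 540, 6 reads q60 s. Buffer 50mM HEPES pH 7.8, 0.5mM EDTA, 0.1 mg/ml BSA, 1mM TCEP, 0.01% Tween-20.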
RGS4 inh: blocks human RGS4-accelerated GTP hydrolysis; P49798; Transcreener GDP fluorescence polarization, RGS4-accelerated GTP hydrolysis; Potency, µM (series often up to 114 µM), for the others: top-dose activity change, negative = inhibition, actives largely listed as inhibitors; hit rate 0.039% among 390,000; AID 504845; further: on the % scale 0 is the no-effect control and ±100 the full control effect; nearly all actives have a fitted effect of over 75% in size; some results filed as inactive show a strong effect at the top dose
Target sequence (P49798 whole entry, looked up): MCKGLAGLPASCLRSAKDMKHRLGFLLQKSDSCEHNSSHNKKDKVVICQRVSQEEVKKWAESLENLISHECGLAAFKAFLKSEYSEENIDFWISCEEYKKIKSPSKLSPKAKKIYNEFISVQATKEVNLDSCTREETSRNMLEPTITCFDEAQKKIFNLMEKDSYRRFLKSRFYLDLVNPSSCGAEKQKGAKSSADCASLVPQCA
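MLSMR compounds (23 nl, pin-transferred) preincubated 10 min at room temperature with a 500nM (2x) first reagent, then RGS4 at 900nM (2x) plus Transcreener GDP mix added; fluorescence polarization (620/688 nm) read before and after 90 min at 30 °C.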
rTrxR1 inhibitor: inhibitors of rat thioredoxin reductase 1; recombinant rTrxR1, NADPH fluorescence consumption, selenite substrate; Potency, µM (highest dose often 114 µM), for the others: at the top dose activity change, negative = inhibition, most hits filed as inhibitors; hit rate 1% among 390,000; O89049; further: on the % scale 0 is the no-effect control and ±100 the full control effect; nearly all actives have a fitted effect of over 65% in size
Target sequence (O89049 whole entry, looked up): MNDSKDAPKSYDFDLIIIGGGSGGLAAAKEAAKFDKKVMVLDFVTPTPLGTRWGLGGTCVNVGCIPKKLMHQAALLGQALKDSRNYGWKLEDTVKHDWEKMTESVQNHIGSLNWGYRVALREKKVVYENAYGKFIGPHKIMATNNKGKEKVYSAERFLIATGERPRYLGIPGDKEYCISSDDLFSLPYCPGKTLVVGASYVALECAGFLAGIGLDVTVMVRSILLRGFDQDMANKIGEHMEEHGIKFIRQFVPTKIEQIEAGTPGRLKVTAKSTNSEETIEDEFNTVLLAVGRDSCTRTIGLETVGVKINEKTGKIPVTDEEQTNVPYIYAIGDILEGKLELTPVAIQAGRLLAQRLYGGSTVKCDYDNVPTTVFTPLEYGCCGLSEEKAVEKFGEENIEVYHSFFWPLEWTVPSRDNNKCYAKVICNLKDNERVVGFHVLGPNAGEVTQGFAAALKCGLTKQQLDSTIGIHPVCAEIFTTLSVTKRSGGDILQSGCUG
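Rat TrxR1 (90 nM in the dispensed reagent) was pre-reduced with 400 uM NADPH for 5 min at room temperature, then incubated with compound for 15 min. After 400 uM selenite was added, NADPH fluorescence (Ex 340/Em 450 nm) was followed for 8 min.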
IDH1 R132H inh: human IDH1 R132H inhibition; Potency, µM (highest dose often 76.6 µM), inactives show at the top dose activity change, negative = inhibition, most hits filed as inhibitors; hit rate 0.093% among 390,000; O75874; IDH1-R132H enzyme, NADPH consumption, diaphorase/resazurin fluorescence; further: on the % scale 0 is the no-effect control and ±100 the full control effect; nearly all actives have a fitted effect of over 65% in size
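IDH1-R132H (0.5 ug/mL dispensed) in pH 7.5 Tris buffer was preincubated 30 min with compound, then given a substrate mix of 0.016 mM NADPH and 2 mM alpha-KG for 80 min at room temperature; remaining NADPH was read by diaphorase/resazurin fluorescence.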
TrxR1 substrate: is turned over as a substrate by rat TrxR1; O89049; purified TrxR1 substrate turnover, NADPH consumption readout; Potency, µM (doses to about 114 µM), for inactives: at the top dose activity change, negative = substrate turnover; hit rate 0.01% among 390,000; further: on the % scale 0 is the no-effect control and ±100 the full control effect; nearly all actives have a fitted effect of over 50% in size
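Rat TrxR1, dispensed at 90 nM, was prereduced with 400 uM NADPH (final) for 5 min at ~22 deg C, then incubated with compound 15 min before 400 uM selenite. A first-read NADPH fluorescence drop versus no-compound background flagged substrates.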
Vif-APOBEC3F blk: Vif-A3F binding inhibition | Potency, µM (titrated, usually from 46.1 µM), without a hit: top-dose activity, negative = active | hit rate 0.2% among 390,000 | HeLa A3F-eYFP + Vif (tagged APOBEC3F with the HIV-1 protein that degrades it), YFP fluorescence increase; further: % of control where 0% means no effect; nearly all actives have a fitted effect of over 65% in size
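HeLa cells stably expressing Vif plus C-terminally eYFP-tagged A3F were seeded, incubated overnight at 37 deg C, dosed with compound, incubated overnight again at 37 deg C. Yellow fluorescence (Ex 488/Em 500-530) reported blocked Vif-mediated A3F-eYFP degradation.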
Vif-A3G inh: inhibitors of Vif-APOBEC3G interaction; Q9HC16; HeLa A3G-eYFP + Vif (tagged APOBEC3G with the HIV-1 protein that degrades it), YFP fluorescence, overnight; Potency, µM (top dose mostly 46.1 µM), for inactives: at the top dose activity, negative = active, actives largely listed as inhibitors; hit rate 0.076% among 410,000; AID 602310;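 further: on the % scale 0 is the no-effect control and ±100 the full control effect; nearly all actives have a fitted effect of over 60% in size; hits raise eYFP signal because A3G escapes Vif-driven loss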
Target sequence (Q9HC16 whole entry, looked up): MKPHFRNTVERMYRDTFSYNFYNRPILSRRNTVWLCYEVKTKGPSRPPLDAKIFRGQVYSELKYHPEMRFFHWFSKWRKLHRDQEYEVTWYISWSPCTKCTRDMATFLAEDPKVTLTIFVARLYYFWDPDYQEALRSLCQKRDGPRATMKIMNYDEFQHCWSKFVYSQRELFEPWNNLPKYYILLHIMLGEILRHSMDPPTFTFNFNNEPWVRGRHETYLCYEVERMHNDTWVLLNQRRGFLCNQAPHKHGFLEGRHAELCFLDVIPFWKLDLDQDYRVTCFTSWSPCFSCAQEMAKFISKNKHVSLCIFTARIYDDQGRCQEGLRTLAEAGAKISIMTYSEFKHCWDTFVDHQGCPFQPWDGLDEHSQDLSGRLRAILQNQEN
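HeLa cells stably expressing Vif and C-terminally eYFP-tagged A3G, seeded overnight at 37 deg C, then exposed to compound by pintool overnight at 37 deg C. Rise in yellow fluorescence (Ex 488/Em 500-530, Acumen) marks blocked Vif-driven A3G degradation.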
RXFP1 agonist: RXFP1 (human) receptor agonism. HEK293T-RXFP1 cAMP TR-FRET, 30 min; response scale: percent of porcine relaxin response, buffer zero. Potency, µM (titrated, usually from 57.5 µM), for inactives: top-dose activation, most hits filed as activators. hit rate 0.3% among 370,000. AID 2676; further: on the % scale 0 is the no-effect control and ±100 the full control effect; nearly all actives have a fitted effect of over 60% in size; many of its hits are not listed in these tables
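HEK293 cells stably expressing RXFP1, treated 30 min at 37C with compounds plus PDE4 inhibitor Ro 20174; cAMP measured by HTRF TR-FRET. Normalized to buffer and 29 nM porcine relaxin; EC50 by Hill fit.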
The depositor's hits bear a star; & = joins results of further samples; [ ] = remark or other dose. The call rests on the fitted dose curve; in most records, active means well fitted curve in the direction sought with a large enough effect; inconclusive means small, poorly fitted or top-dose-only effect, or another doubt; inactive means no such curve, though single readings can be large; an effect the other way counts as inactive or inconclusive. Potency means the concentration at half of the fitted maximal effect. An excerpt; the hit share may differ from the screen's.

Start of the data: the first 2 entries, to show the layout:
`COc1cccc(/C=N/Nc2ccc([N+](=O)[O-])cc2)c1O` gave ALOX12 inh -35%, USP1 inh -9%, RGS4 inh -52%, rTrxR1 inhibitor 6%[57.1 µM], IDH1 R132H inh 8%, TrxR1 substrate -9%[57.1 µM], Vif-APOBEC3F blk -20%, Vif-A3G inh 0% and RXFP1 agonist 0.5%.
`O=C(Cc1ccc(-n2c(=O)c3sccc3n(CC(=O)Nc3ccccc3)c2=O)cc1)NCc1ccco1` gave ALOX12 inh 4%, USP1 inh -16%, RGS4 inh -11%, rTrxR1 inhibitor -18%, IDH1 R132H inh -3%, TrxR1 substrate -14%, Vif-APOBEC3F blk 11%, Vif-A3G inh -5% and RXFP1 agonist -0.6%.

All compounds of this part (from the top)
`COc1cccc(/C=N/Nc2ccc([N+](=O)[O-])cc2)c1O` gave ALOX12 inh -35%, USP1 inh -9%, RGS4 inh -52%, rTrxR1 inhibitor 6%[57.1 µM], IDH1 R132H inh 8%, TrxR1 substrate -9%[57.1 µM], Vif-APOBEC3F blk -20%, Vif-A3G inh 0% and RXFP1 agonist 0.5%.
`O=C(Cc1ccc(-n2c(=O)c3sccc3n(CC(=O)Nc3ccccc3)c2=O)cc1)NCc1ccco1` gave ALOX12 inh 4%, USP1 inh -16%, RGS4 inh -11%, rTrxR1 inhibitor -18%, IDH1 R132H inh -3%, TrxR1 substrate -14%, Vif-APOBEC3F blk 11%, Vif-A3G inh -5% and RXFP1 agonist -0.6%.
`O=C(CSCc1ccccc1)Nc1ccc2c(c1)OCO2` gave ALOX12 inh 0%, USP1 inh -9%, RGS4 inh 7%, rTrxR1 inhibitor -15%, IDH1 R132H inh 2%, TrxR1 substrate -10%, Vif-APOBEC3F blk 0%, Vif-A3G inh 3% and RXFP1 agonist 0.0%.
O=C(NNC(=O)C1CCN(c2ncccn2)CC1)c1ccccc1 was read as ALOX12 inh -12%, USP1 inh -21%, RGS4 inh -11%[56.9 µM], rTrxR1 inhibitor 28%, IDH1 R132H inh -4%, TrxR1 substrate 3%, Vif-APOBEC3F blk 2%, Vif-A3G inh 1% and RXFP1 agonist -1.3%.
CCOC(=O)c1oc2ccccc2c1NC(=O)C1CCCCC1 was read as ALOX12 inh 11%, USP1 inh -14%, RGS4 inh -18%, rTrxR1 inhibitor 31%, IDH1 R132H inh 7%, TrxR1 substrate 16%, Vif-APOBEC3F blk -21%, Vif-A3G inh -9% and RXFP1 agonist 0.7%.
For CCOc1ccc(S(=O)(=O)Nc2ccccc2C(=O)NCC2CCCO2)cc1 (stereo not drawn) the results were ALOX12 inh 18%, USP1 inh inconclusive, RGS4 inh 10%, rTrxR1 inhibitor 11%, IDH1 R132H inh 9%, TrxR1 substrate 38%[activator], Vif-APOBEC3F blk -3%, Vif-A3G inh 0% and RXFP1 agonist 0.0%.
Screening Cc1cccc(NS(=O)(=O)c2ccc3c(c2)CCCN3C(=O)C2CCC2)c1C returned ALOX12 inh -45%, USP1 inh -15%, RGS4 inh -12%, rTrxR1 inhibitor 7%[57.1 µM], IDH1 R132H inh 4%, TrxR1 substrate 2%[57.1 µM], Vif-APOBEC3F blk 2%, Vif-A3G inh -4% and RXFP1 agonist 0.1%.
`COCCn1c(=O)[nH]c2cc(C(=O)N3CCN(c4cccc(C(F)(F)F)c4)CC3)ccc2c1=O` gave ALOX12 inh inconclusive, USP1 inh -11%, RGS4 inh 22%, rTrxR1 inhibitor 20%, IDH1 R132H inh -10%, TrxR1 substrate 5%, Vif-APOBEC3F blk 11%, Vif-A3G inh -5% and RXFP1 agonist 0.1%.
For C/C(=N/NC(=O)c1ccc(Br)s1)c1cccnc1 the results were ALOX12 inh 446%[activator], USP1 inh -13%, RGS4 inh -3%, rTrxR1 inhibitor 12%, IDH1 R132H inh -3%, TrxR1 substrate -1%, Vif-APOBEC3F blk -30%, Vif-A3G inh 3% and RXFP1 agonist 0.3%.
`COc1ccc(-c2nnc(Nc3nc4c(OC)cccc4s3)o2)c(OC)c1` gave ALOX12 inh 16%, USP1 inh -20%, RGS4 inh -5%, rTrxR1 inhibitor 41%[activator], IDH1 R132H inh 6%, TrxR1 substrate 32%[activator], Vif-APOBEC3F blk -2%, Vif-A3G inh -1% and RXFP1 agonist 6.0%.
Cc1cc([N+](=O)[O-])cnc1Sc1nccn1C was read as ALOX12 inh -11%, USP1 inh -13%, RGS4 inh 6%, rTrxR1 inhibitor 10%, IDH1 R132H inh -8%, TrxR1 substrate -6%, Vif-APOBEC3F blk -1%, Vif-A3G inh 1% and RXFP1 agonist 0.8%.
Cc1c(OC(C)C(=O)NCCCN2CCOCC2)ccc2c3c(c(=O)oc12)CCCC3 (stereo not drawn) was read as ALOX12 inh 0%, USP1 inh -16%, RGS4 inh 10%[56.9 µM], rTrxR1 inhibitor 35%[57.1 µM], IDH1 R132H inh 1%, TrxR1 substrate 19%[57.1 µM], Vif-APOBEC3F blk -17%, Vif-A3G inh 0% and RXFP1 agonist 5.4%.
For N/C(=N\OC(=O)CCC1CCCCC1)c1ccc([N+](=O)[O-])cc1 the results were ALOX12 inh -17%, USP1 inh -9%, RGS4 inh -36%, rTrxR1 inhibitor -13%, IDH1 R132H inh 1%, TrxR1 substrate -13%, Vif-APOBEC3F blk -1%, Vif-A3G inh 1% and RXFP1 agonist 3.1%.
Screening Cc1occc1C(=O)N/N=C/c1ccccn1 returned ALOX12 inh 0%, USP1 inh -18%, RGS4 inh -10%, rTrxR1 inhibitor -8%, IDH1 R132H inh 14%, TrxR1 substrate -10%, Vif-APOBEC3F blk 6%, Vif-A3G inh 0% and RXFP1 agonist 1.0%.
`Cc1cc(OCC(=O)NC2CC2)c2c(C)c(C)c(=O)oc2c1` gave ALOX12 inh -11%&14%, USP1 inh -20%, RGS4 inh 23%, rTrxR1 inhibitor 29%, IDH1 R132H inh 6%, TrxR1 substrate 5%, Vif-APOBEC3F blk -4%, Vif-A3G inh 1% and RXFP1 agonist 1.8%.
Screening Cc1cc(NC(=S)Nc2cccc3ccccc23)n[nH]1 returned ALOX12 inh inconclusive, USP1 inh -7%, RGS4 inh -11%, rTrxR1 inhibitor 0%[57.1 µM], IDH1 R132H inh -2%, TrxR1 substrate -1%[57.1 µM], Vif-APOBEC3F blk -2%, Vif-A3G inh -3% and RXFP1 agonist 13%.
Screening CCc1nc(OCc2ccco2)c2sc3nc4c(cc3c2n1)COC(C)(C)C4 returned ALOX12 inh inconclusive, USP1 inh -24%, RGS4 inh -48%, rTrxR1 inhibitor inconclusive, IDH1 R132H inh 4%, TrxR1 substrate 8%[57.1 µM], Vif-APOBEC3F blk -7%, Vif-A3G inh 0% and RXFP1 agonist 2.6%.
`CN1Cc2cccc3c2C(Cc2ccccc2S3)C1` (stereo not drawn) gave ALOX12 inh -26%, USP1 inh -20%, RGS4 inh -19%, rTrxR1 inhibitor -14%, IDH1 R132H inh 10%, TrxR1 substrate -7%, Vif-APOBEC3F blk -11%, Vif-A3G inh 0% and RXFP1 agonist -0.4%.
CCN(CC)C(=O)Oc1ccc(Br)c2ccccc12 was read as ALOX12 inh -17%, USP1 inh -10%, RGS4 inh 13%, rTrxR1 inhibitor -9%, IDH1 R132H inh 5%, TrxR1 substrate -9%, Vif-APOBEC3F blk 7%, Vif-A3G inh -2% and RXFP1 agonist 7.1%.
For COc1ccc(OC)c(/C=C/C(=O)N2CCCc3ccccc32)c1 the results were ALOX12 inh -17%, USP1 inh -14%, RGS4 inh -1%, rTrxR1 inhibitor 11%[57.1 µM], IDH1 R132H inh 2%, TrxR1 substrate 5%[57.1 µM], Vif-APOBEC3F blk -5%, Vif-A3G inh -4% and RXFP1 agonist 2.9%.
For COc1ccc(-c2oc3ncn4nc(-c5cccc(C)c5)nc4c3c2-c2ccc(OC)cc2)cc1 the results were ALOX12 inh -7%, USP1 inh -6%, RGS4 inh 3%, rTrxR1 inhibitor 28%, IDH1 R132H inh -8%, TrxR1 substrate 8%, Vif-APOBEC3F blk 2%, Vif-A3G inh 0% and RXFP1 agonist -1.7%.
`Cc1cccc(CN(Nc2ccccc2)c2ccccc2)n1` gave ALOX12 inh -29%, USP1 inh -16%, IDH1 R132H inh 1%, Vif-APOBEC3F blk -6% and Vif-A3G inh -6%.
`Cc1nnc2c(N3CCN(c4ccc(F)cc4)CC3)nc3ccc(C(=O)c4ccccc4)cc3n12` gave ALOX12 inh -1%, USP1 inh -17%, RGS4 inh -7%, rTrxR1 inhibitor 27%, IDH1 R132H inh 16%, TrxR1 substrate 1%, Vif-APOBEC3F blk 0%, Vif-A3G inh 5% and RXFP1 agonist 3.3%.

Two compounds picked at random from those above:
`Cc1cccc(CN(Nc2ccccc2)c2ccccc2)n1` gave ALOX12 inh -29%, USP1 inh -16%, IDH1 R132H inh 1%, Vif-APOBEC3F blk -6% and Vif-A3G inh -6%.
Cc1c(OC(C)C(=O)NCCCN2CCOCC2)ccc2c3c(c(=O)oc12)CCCC3 (stereo not drawn) was read as ALOX12 inh 0%, USP1 inh -16%, RGS4 inh 10%[56.9 µM], rTrxR1 inhibitor 35%[57.1 µM], IDH1 R132H inh 1%, TrxR1 substrate 19%[57.1 µM], Vif-APOBEC3F blk -17%, Vif-A3G inh 0% and RXFP1 agonist 5.4%.
